Screening results deposited in PubChem BioAssay by The Scripps Research Institute Molecular Screening Center.
CHO-K1 Ca PAM: M1 PAM counterscreen hit in parental CHO-K1 cells; ATP EC20, Fluo-8 calcium fluorescence; 0% at ATP EC20, 100% at ATP max; activation, % at 3 µM; hit rate 0.02% among 360,000;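 active = activation above the run cutoff, the mean activation of all test compounds plus 3 SD, cut at about 40% in these data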;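 note: peak over basal fluorescence ratio in a 140 s read after ATP addition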
CHO-K1 Ca antag: M1 antagonist counterscreen hit in parental CHO-K1 cells. ATP-induced calcium, Fluo-8 fluorescence. inhibition, % at 3 µM. hit rate 0.6% among 360,000. AID 602250;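 active = inhibition above a per-plate cutoff, the plate's mean sample inhibition plus 3 SD, cut at about 24% in these data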;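 note: 0% = DMSO plus EC80 ATP and 100% = DMSO alone without ATP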
CHRM4 agonist: agonists of human muscarinic M4 receptor (CHRM4). activation, % at 3 µM. CHO-K1 hM4/Gqi5, Fluo-8 calcium fluorescence; vehicle 0%, full acetylcholine response 100%. hit rate 0.14% among 360,000. P08173;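 active = activation above the run mean over all test wells plus 3 SD, cut at about 32% in these data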;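 note: peak over basal fluorescence ratio per well then scaled between controls; 0% = DMSO wells and 100% = acetylcholine at EC100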
Target sequence (P08173 whole entry, looked up): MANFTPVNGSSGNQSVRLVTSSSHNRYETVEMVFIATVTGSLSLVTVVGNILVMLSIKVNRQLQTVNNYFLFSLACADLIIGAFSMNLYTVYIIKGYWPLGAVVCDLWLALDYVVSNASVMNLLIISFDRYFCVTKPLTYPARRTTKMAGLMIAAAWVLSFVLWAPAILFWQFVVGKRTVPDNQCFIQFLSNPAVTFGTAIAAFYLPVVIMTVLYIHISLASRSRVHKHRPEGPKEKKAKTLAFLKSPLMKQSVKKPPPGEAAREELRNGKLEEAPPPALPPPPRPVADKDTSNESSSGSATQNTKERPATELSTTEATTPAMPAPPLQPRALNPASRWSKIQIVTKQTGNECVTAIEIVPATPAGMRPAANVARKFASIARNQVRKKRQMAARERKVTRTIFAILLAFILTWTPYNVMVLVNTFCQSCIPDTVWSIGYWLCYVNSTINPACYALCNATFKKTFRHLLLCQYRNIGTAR
M4 antag: blocks acetylcholine activation of human M4 receptor. CHO-hM4 cells, ACh EC80, Fluo-8 calcium fluorescence. AID 624125. inhibition, % at 3 µM. P08173. hit rate 0.73% among 360,000;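 active = inhibition above its plate's cutoff, the mean inhibition of sample wells plus 3 SD, cut at about 27% in these data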;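 note: 0% = acetylcholine EC80 with DMSO and 100% = DMSO without agonist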
CHRM5 PAM: CHRM5 positive allosteric modulation. hit rate 0.3% among 360,000. CHO-K1 hM5, Fluo-8 calcium, ACh EC20 PAM; 0% = ACh EC20, 100% = ACh EC100. activation, % at 3 µM. AID 624038;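 active = activation above the run cutoff, the mean activation of all test compounds plus 3 SD, cut at about 18% in these data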
Target sequence (P08912 whole entry, looked up): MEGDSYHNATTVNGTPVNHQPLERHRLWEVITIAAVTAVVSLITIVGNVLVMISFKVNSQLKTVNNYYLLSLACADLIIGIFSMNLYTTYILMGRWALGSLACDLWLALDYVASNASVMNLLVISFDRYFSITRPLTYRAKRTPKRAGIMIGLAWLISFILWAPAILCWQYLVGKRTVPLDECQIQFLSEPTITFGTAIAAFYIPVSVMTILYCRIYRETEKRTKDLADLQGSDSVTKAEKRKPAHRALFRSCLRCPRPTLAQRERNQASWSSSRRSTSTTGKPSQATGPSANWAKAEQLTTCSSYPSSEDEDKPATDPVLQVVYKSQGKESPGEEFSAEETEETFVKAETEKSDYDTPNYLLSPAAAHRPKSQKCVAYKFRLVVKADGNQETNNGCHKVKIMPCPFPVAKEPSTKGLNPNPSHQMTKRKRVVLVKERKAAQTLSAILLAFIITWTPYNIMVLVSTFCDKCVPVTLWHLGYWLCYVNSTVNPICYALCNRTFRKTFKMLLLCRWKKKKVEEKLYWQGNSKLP
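Assay system: CHO-K1 hM5 cells. Also added: acetylcholine at EC20 concentration, added after compound. Dosing: 3 µM, single dose. Times: compound preincubation 140 s before EC20 acetylcholine addition. Signal: Fluo-8 calcium fluorescence. Measure: % activation relative to EC20 and EC100 ACh responses. Repeats: singlicate, one well per test compound.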
M5 antag: antagonists of human muscarinic M5 receptor (CHRM5) | P08912 | inhibition, % at 3 µM | CHO-hM5 cells, Fluo-8 calcium fluorescence, ACh EC80 | hit rate 0.59% among 360,000;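 active = inhibition above a per-plate cutoff, the mean of that plate's test compounds plus 3 SD, cut at about 27% in these data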;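 note: 0% = acetylcholine EC80 with DMSO and 100% = DMSO without agonist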
M4 PAM: potentiates acetylcholine response at human M4 receptor; P08173; CHO-K1 hM4/Gqi5, Fluo-8 calcium fluorescence, ACh EC20; 0% = ACh EC20, 100% = maximal ACh; activation, % at 3 µM; hit rate 0.4% among 360,000; AID 624126;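 active = activation above its plate's cutoff, the mean activation of sample wells plus 3 SD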; note: some results filed as inactive read as strong as hits
CHO-K1 Ca ag: counter-screen for M1 agonists: effect in parental CHO-K1 cells; Fluo-8 calcium fluorescence; scaled to maximal ATP response, vehicle zero; hit rate 0.48% among 360,000; activation, % at 3 µM; in the data active = activation above about 15%;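 note: untransfected CHO-K1 host cells lacking M1 receptor as counterscreen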
CHRM5 agonist: CHRM5 agonism in calcium assay; hit rate 0.19% among 360,000; CHO-K1 hM5 cells, Fluo-8 calcium fluorescence; 0% DMSO wells, 100% maximal acetylcholine response; activation, % at 3 µM; AID 624037;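 active = activation above the run's mean over test compounds plus 3 SD, cut at about 23% in these data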;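 note: signal is peak over basal fluorescence ratio across the kinetic read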
* hit, by the source's call; . = no result given.

Start of the listing, in advance, 3 compounds:
SMILES	CHO-K1 Ca PAM	CHO-K1 Ca antag	CHRM4 agonist	M4 antag	CHRM5 PAM	M5 antag	M4 PAM	CHO-K1 Ca ag	CHRM5 agonist
C=CCn1c(-c2cccn(Cc3ccc(Cl)cc3)c2=O)n[nH]c1=S	14	1	1	0	2	-3	-3	1.1	-3
COc1ccc(NC(=O)c2ccc(N3C(=O)C4CC=C(Cl)CC4C3=O)cc2)cc1 (centres undefined)	-6	6	10	-18	-16	10	-5	1.0	-5
CC(NC(=O)C1CCCC1)c1ccccc1 (centres undefined)	29	-11	0	2	5	2	-2	0.8	1

The listing, from the start:
SMILES	CHO-K1 Ca PAM	CHO-K1 Ca antag	CHRM4 agonist	M4 antag	CHRM5 PAM	M5 antag	M4 PAM	CHO-K1 Ca ag	CHRM5 agonist
C=CCn1c(-c2cccn(Cc3ccc(Cl)cc3)c2=O)n[nH]c1=S	14	1	1	0	2	-3	-3	1.1	-3
COc1ccc(NC(=O)c2ccc(N3C(=O)C4CC=C(Cl)CC4C3=O)cc2)cc1 (centres undefined)	-6	6	10	-18	-16	10	-5	1.0	-5
CC(NC(=O)C1CCCC1)c1ccccc1 (centres undefined)	29	-11	0	2	5	2	-2	0.8	1
Cc1ccc2c(c1)C(c1ccccc1)N(C(=O)c1ccccc1[N+](=O)[O-])CC(=O)N2 (centres undefined)	15	-12	5	-11	-6	16	-2	4.5	1
O=C(NCc1cnn(-c2ccc(F)cc2)c1)C1CCC(=O)N(C2CC2)C1 (centres undefined)	7	-1	0	6	5	8	-6	-0.2	-4
CCn1c(SCC(=O)Nc2cc(C)c(Cl)cc2OC)nnc1-c1ccco1	5	4	0	-10	6	-7	5	0.8	3
CN(C)c1ccc(S(=O)(=O)NCC(=O)NCCC2=CCCCC2)cc1[N+](=O)[O-]	12	-6	3	2	-2	18	4	0.6	0
O=C(COC(=O)c1ccc[nH]c1=O)Nc1cc(S(=O)(=O)N2CCCCC2)ccc1Cl	30	-26	0	-21	1	-7	2	1.0	-3
O=C(COC(=O)/C=C/c1cccc(C(F)(F)F)c1)NCc1cccs1	10	-9	1	2	2	12	10	0.5	-1
COc1ccc(C2c3cc(OC)c(OC)cc3CC3C(=O)OCC32)cc1OC (centres undefined)	9	-1	1	-3	1	14	0	-0.1	2
O=C(Nc1ccccc1)N1CCCCC1c1cccnc1 (centres undefined)	-1	-6	0	3	-1	0	-4	0.3	-2
CS(=O)(=O)c1ccc(-c2cccc(NC(=O)c3ccc(Br)o3)c2)nn1	-5	-18	1	-13	-6	1	2	1.4	-1
CCO[C@H]1OC(C(=O)N2CCCCCCC2)=C[C@@H](c2coc3ccccc3c2=O)[C@@H]1CCCO	7	-18	3	1	-4	17	9	0.3	0
CCc1cc(=O)oc2c(C)c(OCC(=O)N3CCC(C(=O)O)CC3)ccc12	-8	7	0	3	-11	10	1	0.3	2
CCCCn1c(N)c(-c2nc3ccccc3s2)c2c([N+](=O)[O-])nn(C)c(=O)c21	8	-8	1	-10	-2	-1	-7	0.6	-3
O=[N+]([O-])c1cc(S(=O)(=O)N2CCOCC2)ccc1N1CCCC1	-9	5	2	0	1	-12	4	-0.3	0
CSc1ccc(CN2CCN(S(=O)(=O)Cc3ccccc3)CC2)cc1	-5	-11	9	1	-5	11	-2	4.7	-4
C=CCn1c(O)c(N=NC(=O)CNC(=O)c2ccco2)c2ccccc21	-3	9	1	-5	-1	-2	0	0.3	-2
CC(=O)c1cc(-c2ccccc2)n(CC(=O)Nc2ccc(C)c(C)c2)c1C	8	-11	1	2	-6	18	2	2.0	-3
COc1ccccc1Nc1nc(-c2sc(NC(=O)c3ccccc3)nc2C)cs1	19	-17	1	3	-1	16	4	0.9	1
Oc1ccc(N=Cc2ccc(-c3cccs3)s2)cc1	6	-13	-2	4	4	-6	8	-0.3	-1
CS(=O)(=O)c1cccc(C(=O)Nc2ccc(S(=O)(=O)N3CCCCC3)cc2)c1	-16	-2	4	0	-5	3	-1	1.1	-2
Cc1onc(-c2ccccc2)c1CNS(=O)(=O)c1ccccc1[N+](=O)[O-]	-15	6	2	-3	-6	6	7	0.9	1
CCS(=O)(=O)C(=C1Nc2ccccc2N1)S(=O)(=O)CC	0	-8	1	-3	1	-3	2	0.4	1
CCCCn1c(N)c(N(CCOC)C(=O)c2ccc(OCc3c(C)noc3C)cc2)c(=O)[nH]c1=O	12	-15	0	3	1	3	1	0.3	0
Continued.
SMILES	CHO-K1 Ca PAM	CHO-K1 Ca antag	CHRM4 agonist	M4 antag	CHRM5 PAM	M5 antag	M4 PAM	CHO-K1 Ca ag	CHRM5 agonist
COc1cc(/C=N/NC(=O)CCN2CCN(Cc3ccccc3)CC2)cc(OC)c1OC	7	-2	1	3	1	2	1	0.6	-3
COc1ccc(C(=O)NC(C)c2nnc(SCc3ccc(Cl)c(Cl)c3)n2C)cc1 (centres undefined)	3	-2	0	4	-5	10	9	-0.4	-5
CN(C)/C=C(/C(=O)c1ccc(Cl)c(Cl)c1)S(C)(=O)=O	22	1	2	4	11	-7	4	1.3	1
Cc1cc2ncn(C(=O)N3CCC(C)CC3)c2cc1C	12	-8	-1	-5	5	4	18	-0.2	0
CCc1ccc(CNC(=O)C2CCCN(c3nnc(C)c4c(C)n(-c5ccccc5)nc34)C2)cc1 (centres undefined)	33	-22	-1	14	4	1	-13	-0.9	-10
N#Cc1ccc(NC(=O)Cn2c3[n+](c4ccc(C(F)(F)F)cc42)CCCCC3)cc1	12	-15	3	1	5	10	2	0.0	-6
CC1CCC(C(=O)NC(C(=O)NCCc2ccc(S(N)(=O)=O)cc2)C(C)C)CC1 (centres undefined)	10	-7	0	-5	0	5	0	0.4	-3
O=C(O)CCCCCNc1nc(=S)[nH]c2ccccc12	22	-9	0	14	2	-3	-5	0.5	-1
Cc1cccc(C)c1NC(=O)C1(C)CSCC(=O)N1CCc1ccc(O)cc1 (centres undefined)	.	.	3	-18	1	-5	7	.	1
COc1ccc(N2C(=O)CSC23CCCCC3)cc1	5	3	0	-4	3	-10	15	0.4	-6
CC(=O)NC(Cc1ccccc1)C(=O)OCC(=O)c1ccc(F)cc1 (centres undefined)	10	-9	2	-5	-8	-3	3	0.0	-1
COc1cc(/C=N/n2cnnc2)ccc1OCC(=O)N1CCOCC1	15	-10	1	-2	4	-11	0	0.4	0
NS(=O)(=O)c1ccc(NC(=O)CSc2nnc(C3CC3)n2C2CC2)cc1	17	-16	0	2	0	4	2	-0.3	1
CCCOc1ccc(C(=O)N/N=C/c2ccc(-c3ccc(S(=O)(=O)Nc4ncccn4)cc3)o2)cc1	10	-8	0	4	5	-2	-2	0.1	0
COc1ccc(-c2cc(C(=O)Nc3ccc4c(c3)OCO4)no2)cc1	4	-9	1	2	7	5	4	1.1	0
CC(C)(Oc1ccc(Cl)cc1)C(=O)Nc1ncccn1	5	4	0	7	-1	-10	2	-0.5	1
N=C(N)N=Nc1c(O)[nH]c2ccc(Br)cc12	9	-3	0	5	-2	4	0	0.4	-2
O=C(COC(=O)c1ccccc1-n1cnnn1)c1ccc(F)c(F)c1	14	-6	1	-4	-4	1	4	0.4	0
CC(=O)NCc1ccc(C(=O)COC(=O)COc2ccc(Cl)c(C)c2)s1	2	-8	4	-3	0	1	5	3.4	8
O=C(OCCCOc1ccc(F)cc1)c1ccc(O)cc1O	-1	-4	2	-3	-8	15	-2	3.0	-2
COc1ccc(/C=N\NC(=O)CCc2c(C)n[nH]c2C)c(OC)c1OC	22	-16	1	-2	1	-6	4	0.2	-1
O=c1cc(-c2ccc(Cl)cc2)[nH][nH]1	6	-4	1	-6	-7	9	12	0.3	1
C=CCNC(=O)c1ccccc1NC(=O)COc1ccccc1	13	-6	2	0	-6	3	1	1.2	-2
COC(=O)/C(=N/Nc1ccccc1)N1CCCc2ccccc21	17	-12	-3	-3	-3	-1	0	-0.6	-3
Cc1occc1-c1nnc(SCC(=O)Nc2nc3ccccc3s2)o1	12	-23	3	-2	-1	-2	9	1.7	5
Other compounds:
SMILES	CHO-K1 Ca PAM	CHO-K1 Ca antag	CHRM4 agonist	M4 antag	CHRM5 PAM	M5 antag	M4 PAM	CHO-K1 Ca ag	CHRM5 agonist
Cc1cccc(C)c1NC(=O)C(c1cc2ccccc2o1)N1CCC(c2ccccc2)CC1 (centres undefined)	.	.	1	-1	2	-2	-3	.	2
O=C1CNC(=O)/C1=C/c1ccc(O)cc1	7	6	1	14	-3	0	-2	1.3	1
CN(C)S(=O)(=O)c1ccc2c(c1)C(CC(=O)O)OC2=O (centres undefined)	-2	-3	1	-3	4	-9	10	0.1	3
O=C(O)c1ccccc1C(=O)c1ccc(-c2ccccc2)cc1	3	6	1	-7	-3	2	-3	-0.1	-5
CC1(C)CC(=O)C(C(=O)c2ccccc2)C(=O)C1Cl (centres undefined)	18	-3	0	-2	3	6	2	0.5	0
Cc1cc(C)cc(NC(=S)N=Nc2c(O)n(C)c3ccc(S(=O)(=O)N4CCOCC4)cc23)c1	11	1	0	-7	-4	6	5	0.1	-2
COc1cc(NC(=O)NNC(=O)c2cc3occc3n2C)cc(OC)c1OC	-11	8	1	2	-1	5	1	13	-4
Cc1cccc(NC(=O)c2ccc3nsnc3c2)c1C	11	0	0	8	-2	5	-1	0.1	1
O=C(c1[nH]ncc1-c1cccc(Br)c1)C1CO1 (centres undefined)	-6	-8	2	3	-2	11	-2	0.5	-6
COc1ccc(-n2c(SCC(=O)NNC(=O)c3ccc(C)cc3)nnc2-c2ccncc2)cc1	23	-8	2	-7	2	-8	6	0.3	-4
O=C(Nc1cccc(C(F)(F)F)c1)c1csc([C@@H]2O[C@H](CO)[C@H](O)[C@H](O)[C@H]2O)n1	15	-5	1	-11	1	-1	5	0.8	-1
Cc1c(OC(C)C(=O)NCC(O)c2ccccc2)ccc2c3c(c(=O)oc12)CCCC3 (centres undefined)	-4	3	8	2	-1	16	-1	7.9	-2
CCOc1ccccc1Nc1nnc(SCC(=O)Nc2ccc3[nH]c(=O)[nH]c3c2)s1	9	-17	1	-6	0	-1	3	1.0	-5
CC(=O)N1CCN(c2cc3c(cc2F)c(=O)c(C(=O)O)cn3C2CC2)CC1	7	-13	2	-10	1	8	3	0.5	-2
CCN1C(=O)CSc2ccc(C(=O)NCc3ccco3)cc21	2	3	1	6	-6	4	11	1.1	-2
COc1cccc(NC(=O)CSc2nnc(-c3cccc(OC(C)C)c3)n2N)c1	7	-6	4	3	-8	6	-3	1.1	0
CC(C)NC(=O)N(C)C[C@H]1Oc2ccc(NC(=O)Nc3ccc4c(c3)OCO4)cc2C(=O)N([C@H](C)CO)C[C@@H]1C	-4	5	1	7	2	10	-5	-0.1	2
COc1ccc2c(CC(=O)OCC(=O)c3ccccc3OC)coc2c1	-8	-5	0	6	-5	5	-5	0.0	-3
CNc1cccc(-c2cc(OC)ccc2OC)n1	9	4	1	7	-14	7	-9	3.8	-2
C/C(=N\NC(=O)c1c(Cl)c(C)nn1C)c1cccc(NC(=O)c2cccc(F)c2)c1	-14	10	1	1	5	5	15	0.1	-3
CCCCCNc1nc(-c2ccccc2)nc(-n2ccnc2)n1	-5	-2	2	-3	4	-5	14	-0.2	-3
CC(C)(C)NS(=O)(=O)c1ccc(OCC(=O)Nc2ccc3c(c2)OCCO3)cc1	4	-5	3	-12	-6	1	2	0.7	1
COc1cc(C2C(C(C)=O)=C(O)C(=O)N2CCc2ccc(OC)c(OC)c2)ccc1O (centres undefined)	20	-18	0	3	1	-8	14	1.4	4
